# Source: PubChem (several laboratories)
# M5 ag: human M5 muscarinic receptor agonists, primary screen, CHO-K1 cells, Fluo-8 calcium fluorescence; CHO-K1 hM5 cells; 0% DMSO wells, 100% maximal acetylcholine response; activation, % at 3 µM; actives 0.19% (n = 360,000); AID 624037, 2012;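 active means activation above the run's mean over test compounds plus 3 SD, cut at about 23% in these data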;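 further: signal is peak over basal fluorescence ratio across the kinetic read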
# Target sequence (P08912 whole entry, looked up): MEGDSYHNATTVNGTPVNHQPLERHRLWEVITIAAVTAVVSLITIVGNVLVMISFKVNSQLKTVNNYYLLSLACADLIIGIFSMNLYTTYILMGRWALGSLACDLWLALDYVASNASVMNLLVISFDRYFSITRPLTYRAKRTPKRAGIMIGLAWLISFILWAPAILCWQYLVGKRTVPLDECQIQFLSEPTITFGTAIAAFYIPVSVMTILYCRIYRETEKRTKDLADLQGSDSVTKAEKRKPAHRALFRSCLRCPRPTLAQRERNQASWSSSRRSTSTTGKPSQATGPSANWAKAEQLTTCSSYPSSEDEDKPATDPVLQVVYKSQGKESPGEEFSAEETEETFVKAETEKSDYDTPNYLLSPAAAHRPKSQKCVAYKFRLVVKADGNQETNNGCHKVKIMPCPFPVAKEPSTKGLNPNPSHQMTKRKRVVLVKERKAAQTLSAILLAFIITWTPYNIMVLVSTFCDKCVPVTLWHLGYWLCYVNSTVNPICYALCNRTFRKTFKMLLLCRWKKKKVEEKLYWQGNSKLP
# CHRM5 PAM: human M5 muscarinic receptor positive allosteric modulators, primary screen, CHO-K1 cells, Fluo-8 calcium fluorescence. Muscarinic acetylcholine receptor M5 (Homo sapiens), P08912. actives 0.3% (n = 360,000). activation, % at 3 µM. CHO-K1 hM5, ACh EC20 PAM; 0% = ACh EC20, 100% = ACh EC100. AID 624038, 2012;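 active means activation above the run cutoff, the mean activation of all test compounds plus 3 SD, cut at about 18% in these data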
#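 Probe or stimulus: acetylcholine, EC20 level; Assay system: human M5 receptor in CHO-K1 cells; Schedule: compound preincubation 140 s before EC20 acetylcholine addition; Technique: intracellular calcium via Fluo-8 fluorescence; Dosing: single-point, 3 µM nominal; Read-out basis: percent activation from peak-over-basal fluorescence ratio, scaled EC20-to-EC100 acetylcholine; Repeats: one well per compound, no replicates.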
# CHRM4 antagonist: human M4 muscarinic receptor antagonists, primary screen, CHO cells, Fluo-8 calcium fluorescence | CHO-hM4 cells, ACh EC80 | AID 624125, 2012 | inhibition, % at 3 µM | actives 0.73% (n = 360,000) | Muscarinic acetylcholine receptor M4 (Homo sapiens), P08173;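 active means inhibition above its plate's cutoff, the mean inhibition of sample wells plus 3 SD, cut at about 27% in these data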;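 further: 0% = acetylcholine EC80 with DMSO and 100% = DMSO without agonist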
# M1 PAM: human M1 muscarinic receptor positive allosteric modulators, primary screen, CHO-K1 cells, Fluo-8 calcium fluorescence, 1536-well | Muscarinic acetylcholine receptor M1 (Homo sapiens), P11229 | CHO-K1 hM1, ACh EC20; 0% = ACh EC20, 100% = maximal ACh | activation, % at 3 µM | actives 0.088% (n = 360,000); in the data active means activation above about 19%, passing the limit was not always enough
# M4 ag: human M4 muscarinic receptor agonists, primary screen, CHO-K1 cells, Fluo-8 calcium fluorescence; AID 624127, 2012; Muscarinic acetylcholine receptor M4 (Homo sapiens), P08173; activation, % at 3 µM; actives 0.14% (n = 360,000); CHO-K1 hM4/Gqi5; vehicle 0%, full acetylcholine response 100%;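 active means activation above the run mean over all test wells plus 3 SD, cut at about 32% in these data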;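 further: peak over basal fluorescence ratio per well then scaled between controls; 0% = DMSO wells and 100% = acetylcholine at EC100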
# M4 PAM: human M4 muscarinic receptor positive allosteric modulators, primary screen, CHO-K1 cells, Fluo-8 calcium fluorescence; Muscarinic acetylcholine receptor M4 (Homo sapiens), P08173; CHO-K1 hM4/Gqi5, ACh EC20; 0% = ACh EC20, 100% = maximal ACh; activation, % at 3 µM; actives 0.4% (n = 360,000); AID 624126, 2012;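 active means activation above its plate's cutoff, the mean activation of sample wells plus 3 SD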; further: some results filed as inactive read as strong as hits
# M1 antag: human M1 muscarinic receptor antagonists, primary screen, CHO-K1 cells, Fluo-8 calcium fluorescence, 1536-well | Muscarinic acetylcholine receptor M1 (Homo sapiens), P11229 | CHO-K1 hM1, ACh EC80 antagonist | inhibition, % at 3 µM | actives 1.3% (n = 360,000) | AID 588852, 2011;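 active means percent inhibition above its own plate's cutoff, namely the mean of that plate's compound wells plus 3 SD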;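 further: peak over basal fluorescence ratio during 140 s after agonist addition; 0% = ACh EC80 plus DMSO and 100% = DMSO alone without agonist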
# M5 antag: human M5 muscarinic receptor antagonists, primary screen, CHO cells, Fluo-8 calcium fluorescence. Muscarinic acetylcholine receptor M5 (Homo sapiens), P08912. CHO-hM5 cells, ACh EC80. inhibition, % at 3 µM. actives 0.59% (n = 360,000);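 active means inhibition above a per-plate cutoff, the mean of that plate's test compounds plus 3 SD, cut at about 27% in these data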;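 further: 0% = acetylcholine EC80 with DMSO and 100% = DMSO without agonist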
# CRFR2-BP ag: agonists of CRF-BP/CRF-R2 complex, primary screen, cell-based, HEK293, calcium dye fluorescence, uHTS; calcium dye fluorescence (FLIPR); percent of saturating CRF peptide response; CRF-binding protein / CRF receptor 2 complex (human); actives 0.46% (n = 350,000); activation, % at 13.2 µM;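 active means activation of at least 50%, plus an integration ratio under a set limit after plate pattern correction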;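 further: plate controls were neutral control wells without compound for no effect and CRF at EC100 for full effect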
# * marks the source's active call; other numbers are inactive results; · = not tested or not shown. Compounds as they come. About 2.8% of those tested had a hit in this group.
smiles	M5 ag	CHRM5 PAM	CHRM4 antagonist	M1 PAM	M4 ag	M4 PAM	M1 antag	M5 antag	CRFR2-BP ag
Cc1cc(N/N=C/c2ccccc2[N+](=O)[O-])nc(-n2nc(C)cc2C)n1	-3	-19	14	-10	22	-10	27	22	0.0
Nc1ccc(Nc2nc(-c3ccncc3)cs2)cc1	6	-5	0	-2	2	-9	4	-2	-1.4
Cc1c(C)c2cc3c4c(oc3c(C)c2oc1=O)CCCC4	-1	0	9	5	-1	3	-3	-2	2.6
O=C(Nc1cccc(-c2nc3cc(Cl)ccc3o2)c1)C1CCCO1 (centres undefined)	4	-6	4	-6	3	-3	-10	11	-1.7
CCOC(=O)c1c(-c2ccc(N(C)C)cc2)oc2c1C(OC)CC2 (centres undefined)	-3	5	-2	·	-1	7	·	-13	·
O=C(COC(=O)c1cc(-c2ccc(F)cc2)nc2ccccc12)NCC1CCCO1 (centres undefined)	-2	-14	-1	-7	12	9	9	8	1.6
c1ccn2c(Cc3nnc4ccccn34)nnc2c1	0	0	10	8	1	1	-7	-3	-1.2
CC(C)c1ccc(N(C(=O)c2snc(C(N)=O)c2N)C(C(=O)NCC2CCCO2)c2ccc(N(C)C)cc2)cc1 (centres undefined)	-3	-3	13	-15	8	4	22	11	0.0
COC(=O)NC(Nc1sc2c(c1C(N)=O)CCCC2)(C(=O)OC)C(F)(F)F (centres undefined)	2	0	1	2	1	-4	-8	0	-1.8
COc1cccc(Cn2c(Cn3c(-c4cnccn4)nc4ccccc43)nc3ccccc32)c1	1	-5	-7	·	7	3	·	2	·
CC(=O)N1CCN(Cc2nc3ccc(Cl)cc3n2CCO)CC1	-1	0	2	8	0	-4	-9	6	-0.4
Cc1csc(NC(=O)CSc2nc(C)cs2)n1	-3	-8	-6	4	2	5	-36	-1	-0.6
CSc1nc2ccccc2n1CC(=O)Nc1c(C)cccc1C	-2	2	-2	6	1	10	-12	-6	-1.8
COc1cc(C)ccc1OCc1cc(C(=O)NC(C)Cn2cncn2)no1 (centres undefined)	-3	0	9	-1	1	-1	4	2	3.4
Cn1cc(S(=O)(=O)N2CCCC2)cc1C(=O)O	1	1	8	1	22	-4	2	3	1.0
CC(=O)N1CCCc2cc(S(=O)(=O)NCCC3=CCCCC3)ccc21	-4	-12	-4	-11	8	-11	17	3	-1.4
CN(C(=O)COC(=O)c1n[nH]c(=O)c2ccccc12)c1ccccc1	11	-3	-7	7	2	11	-1	1	-0.7
CC(C)(C)n1nc2c(c1NC(=O)COc1ccc(Cl)cc1)CSC2	1	2	14	-8	4	-5	8	3	-0.7
COC(=O)c1cc(NC(=O)CSC2=NCCS2)cc(C(=O)OC)c1	3	12	-14	4	1	3	4	-4	-0.5
COc1ccc(NS(=O)(=O)c2cccc(C(=O)OCC(=O)NC3CC3)c2)cc1	0	-3	-6	14	3	8	-13	3	-0.3
Cc1ccc(-n2nc(-c3ccco3)cc2C(=O)O)cc1	3	0	-13	3	0	1	-1	0	0.0
COc1ccc(CN(CC2CCC(C(=O)O)CC2)C(=S)Nc2ccccc2C)cc1 (centres undefined)	1	11	-9	8	1	2	-6	-4	-0.4
CCOC(=O)Cn1c(=NC(=O)c2nc3ccccc3s2)sc2cc(S(N)(=O)=O)ccc21	-1	-1	-11	-1	-1	8	-3	3	1.6
O=C(COC(=O)Cc1ccc(Br)cc1)NCC1CCCCC1	0	0	-1	12	1	1	-11	13	1.5
COc1ccc(C2CC(c3ccc4ccccc4c3)=NN2C(=O)COC(=O)C2CCC(=O)N2)cc1 (centres undefined)	-4	-8	6	6	6	-4	-10	10	0.3

# Another view of part of the listing above:
# Order of results – M5 ag	CHRM5 PAM	CHRM4 antagonist	M1 PAM	M4 ag	M4 PAM	M1 antag	M5 antag	CRFR2-BP ag
> CC(C)(C)n1nc2c(c1NC(=O)COc1ccc(Cl)cc1)CSC2
  1	2	14	-8	4	-5	8	3	-0.7
> COC(=O)c1cc(NC(=O)CSC2=NCCS2)cc(C(=O)OC)c1
  3	12	-14	4	1	3	4	-4	-0.5

# Reformatted: twelve of the compounds above
# Under each structure: M5 ag, CHRM5 PAM, CHRM4 antagonist, M1 PAM, M4 ag, M4 PAM, M1 antag, M5 antag, CRFR2-BP ag
CC(C)c1ccc(N(C(=O)c2snc(C(N)=O)c2N)C(C(=O)NCC2CCCO2)c2ccc(N(C)C)cc2)cc1 (centres undefined)
→ -3, -3, 13, -15, 8, 4, 22, 11, 0.0
COC(=O)NC(Nc1sc2c(c1C(N)=O)CCCC2)(C(=O)OC)C(F)(F)F (centres undefined)
→ 2, 0, 1, 2, 1, -4, -8, 0, -1.8
COc1cccc(Cn2c(Cn3c(-c4cnccn4)nc4ccccc43)nc3ccccc32)c1
→ 1, -5, -7, ·, 7, 3, ·, 2, ·
CC(=O)N1CCN(Cc2nc3ccc(Cl)cc3n2CCO)CC1
→ -1, 0, 2, 8, 0, -4, -9, 6, -0.4
Cc1csc(NC(=O)CSc2nc(C)cs2)n1
→ -3, -8, -6, 4, 2, 5, -36, -1, -0.6
CSc1nc2ccccc2n1CC(=O)Nc1c(C)cccc1C
→ -2, 2, -2, 6, 1, 10, -12, -6, -1.8
COc1cc(C)ccc1OCc1cc(C(=O)NC(C)Cn2cncn2)no1 (centres undefined)
→ -3, 0, 9, -1, 1, -1, 4, 2, 3.4
Cn1cc(S(=O)(=O)N2CCCC2)cc1C(=O)O
→ 1, 1, 8, 1, 22, -4, 2, 3, 1.0
CC(=O)N1CCCc2cc(S(=O)(=O)NCCC3=CCCCC3)ccc21
→ -4, -12, -4, -11, 8, -11, 17, 3, -1.4
CN(C(=O)COC(=O)c1n[nH]c(=O)c2ccccc12)c1ccccc1
→ 11, -3, -7, 7, 2, 11, -1, 1, -0.7
CC(C)(C)n1nc2c(c1NC(=O)COc1ccc(Cl)cc1)CSC2
→ 1, 2, 14, -8, 4, -5, 8, 3, -0.7
COC(=O)c1cc(NC(=O)CSC2=NCCS2)cc(C(=O)OC)c1
→ 3, 12, -14, 4, 1, 3, 4, -4, -0.5
